Assay outcomes (PubChem)
TLR9-MyD88 inh: inhibitors of TLR9-MyD88 association in cells, primary screen, cell-based, CHO, BLA complementation, fluorescence; CCF4 FRET ratio; hit rate 0.21% among 340,000; inhibition, % at 4.98 µM; AID 504734, 2011; Toll-like receptor 9 (Homo sapiens) + Myeloid differentiation primary response protein …;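 active means inhibition above the mean over all tested compounds plus 3 SD, cut at about 21% in these data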;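 further: 0% = DMSO only wells and 100% = clavulanate BLA inhibitor control wells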
Exocytosis inh: LAMP-1 surface exposure blockers, TALL-104 cells – cell-based, flow cytometry, MLPCN library, primary screen. TALL-104 LAMP-1 surface exposure; cells stimulated with thapsigargin and PMA. inhibition, % at 10 µM. hit rate 0.66% among 360,000. AID 651702, 2012;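 active means inhibition above about 55%, limit read from the data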
NR5A2 inv ag: LRH-1 (NR5A2) inverse agonists, primary screen, cell-based, luminescence, HEK293T, StAR-luciferase reporter; Nuclear receptor subfamily 5 group A member 2 (Homo sapiens), O00482; LRH-1 transfected, 24 h; inhibition, % at 3.6 µM; hit rate 0.13% among 360,000; AID 602396, 2012;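 active means inhibition above the mean inhibition of all tested compounds plus 3 SD, cut at about 73% in these data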;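 further: 0% = DMSO wells and 100% = reporter-only cells lacking LRH-1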
NR2F2 inh: NR2F2 transcriptional activity inhibitors, primary screen, cell-based, luciferase reporter, HEK293T, luminescence; hit rate 0.7% among 370,000; HEK293T NGFI-A luciferase reporter; inhibition, % at 8.6 µM; COUP transcription factor 2 (Homo sapiens), P24468;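 active means inhibition above a per-plate cutoff, mean inhibition of test wells between control levels plus 3 SD, cut at about 38% in these data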;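 further: cells cotransfected with COUP-TFII expression vector driving the NGFI-A reporter; 0% = median of COUP-TF2 test wells and 100% = reporter-only cells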
ABHD5-PLIN5 inh: ABHD5-PLIN5 interaction inhibitors, primary screen, cell lysate, split luciferase complementation, luminescence; inhibition, % at 4 µM; Split G. princeps luciferase complementation, 4 h; hit rate 0.78% among 360,000;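 active means inhibition above the mean inhibition across every tested compound plus 3 SD, cut at about 22% in these data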;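 further: 0% = DMSO only wells and the 100% control is not disclosed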
Target sequence (Q00G26 whole entry, looked up): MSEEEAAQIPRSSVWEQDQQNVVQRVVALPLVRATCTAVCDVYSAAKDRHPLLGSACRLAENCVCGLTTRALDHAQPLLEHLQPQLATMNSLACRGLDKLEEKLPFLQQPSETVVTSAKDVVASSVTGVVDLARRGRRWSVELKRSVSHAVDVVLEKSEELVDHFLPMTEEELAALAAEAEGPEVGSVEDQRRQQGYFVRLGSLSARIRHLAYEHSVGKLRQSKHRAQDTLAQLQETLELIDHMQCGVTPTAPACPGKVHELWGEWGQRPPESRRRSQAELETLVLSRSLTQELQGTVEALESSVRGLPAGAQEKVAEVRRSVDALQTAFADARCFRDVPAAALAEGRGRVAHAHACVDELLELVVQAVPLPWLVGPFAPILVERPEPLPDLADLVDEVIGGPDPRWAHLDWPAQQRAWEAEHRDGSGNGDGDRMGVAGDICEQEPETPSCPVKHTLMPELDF
Target sequence (Q8WTS1 whole entry, looked up): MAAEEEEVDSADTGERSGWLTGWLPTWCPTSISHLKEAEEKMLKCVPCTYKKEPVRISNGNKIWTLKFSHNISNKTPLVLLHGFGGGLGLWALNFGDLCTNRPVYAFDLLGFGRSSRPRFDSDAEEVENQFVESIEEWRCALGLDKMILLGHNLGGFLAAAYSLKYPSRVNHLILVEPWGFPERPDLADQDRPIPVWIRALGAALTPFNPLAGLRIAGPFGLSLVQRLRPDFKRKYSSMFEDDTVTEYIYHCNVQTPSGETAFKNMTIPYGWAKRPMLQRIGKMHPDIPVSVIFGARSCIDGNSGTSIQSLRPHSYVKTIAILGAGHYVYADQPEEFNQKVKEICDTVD
NCOA1 inh: SRC1 coactivator transcriptional activity inhibitors, primary screen, cell-based, luminescence; inhibition, % at 3.6 µM; hit rate 0.12% among 360,000; Nuclear receptor coactivator 1 (Homo sapiens), Q15788; HEK293 GAL4-SRC1 luciferase reporter;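 active means inhibition above the campaign mean plus 3 SD, with each screening campaign given its own cutoff, cut at about 60% in these data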;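 further: 0% = DMSO treated cells and 100% = gossypol at 36 µM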
SRC2 inh: inhibition of GAL4-SRC2 driven luciferase reporter, primary screen, SRC2 inhibitor project, cell-based, luminescence | hit rate 0.17% among 370,000 | inhibition, % at 9 µM | HEK293 GAL4-SRC2 luciferase reporter | AID 651957, 2012;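 active means inhibition above the mean inhibition of all tested compounds plus 3 SD, set per campaign, cut at about 52% in these data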;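 further: 0% = DMSO treated cells and 100% = cells given Gossypol at 36 µM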
TROY signal inh: inhibitors of TROY-driven NF-kB signaling, primary screen, Q293 LMP1-TROYcd cells, NF-kB luciferase, uHTS. Q293 LMP1-TROYcd NF-kB luciferase reporter, 4 h. inhibition, % at 10 µM. hit rate 0.98% among 360,000;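 active means compounds whose plate-normalised and pattern-corrected inhibition of the luciferase reporter signal at the single screening dose is 50% or more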
SRC3 inh: SRC3 coactivator transcriptional activity inhibitors, primary screen, cell-based, luminescence; HEK293 GAL4-SRC3 luciferase reporter; Nuclear receptor coactivator 3 (Homo sapiens), Q9Y6Q9; inhibition, % at 3.6 µM; hit rate 0.17% among 360,000; AID 588352, 2011;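 active means inhibition above a per-campaign cutoff, the mean of all compounds plus 3 SD, cut at about 60% in these data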;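 further: 0% = DMSO-treated cells and 100% = gossypol-treated cells at 36 µM; higher means less SRC3-driven luciferase light from the GAL4 reporter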
TWEAK-Fn14 inh: inhibitors of TWEAK-Fn14 signaling, primary screen, luciferase reporter cells, uHTS; inhibition, % at 10 µM; TWEAK-stimulated Fn14 reporter cells, luciferase luminescence, 8 h; hit rate 2% among 360,000; in the data active means inhibition above about 50%
NOD2 RIPK2 PPI: NOD2-RIPK2 binding disruptors in cells, primary screen, fluorescence, CHO cells, BLA complementation | CCF4 ratio | inhibition, % at 4.98 µM | hit rate 0.38% among 360,000; in the data active means inhibition above about 21%;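 further: 0% = vehicle only and 100% = reference blocker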
Active calls of the source: *; . = no result given.

SMILES	TLR9-MyD88 inh	Exocytosis inh	NR5A2 inv ag	NR2F2 inh	ABHD5-PLIN5 inh	NCOA1 inh	SRC2 inh	TROY signal inh	SRC3 inh	TWEAK-Fn14 inh	NOD2 RIPK2 PPI
Nc1nnc(SCc2cccc(C(F)(F)F)c2)s1	-4	2	-6	5	-2	-5	-23	-16	0	-18	-10
C=CCOC(=O)C1=C(C)N=C2SCCC(=O)N2C1c1ccc(OC(=O)c2ccco2)cc1 (stereo unspecified)	3	-2	5	1	-6	-5	-8	-3	-17	-15	-1
O=C(O)COc1ccc(C(=O)Cc2ccc3c(c2)OCCCO3)c(O)c1	-12	4	-13	3	3	-7	-5	8	-26	0	-6
O=C(CSc1nc2ccccc2[nH]1)NC(=O)NCc1ccco1	-4	1	4	-8	2	-14	14	-30	7	4	-13
COC(=O)c1ccc(Cn2cc([N+](=O)[O-])cn2)cc1	6	-5	4	6	1	9	-16	-15	17	5	15
Cn1c(SCC(=O)OCC(=O)c2ccccc2)nnc1-c1cccs1	-4	-2	13	-2	0	3	-31	6	-9	2	-7
C=C(Br)Cn1c(CCC)nc2ccccc21	7	-3	3	15	-4	2	5	18	2	10	12
O=C(Nc1nccs1)c1ccc(-c2ccc(Cl)cc2Cl)o1	-6	-5	3	1	0	0	-21	-21	3	-4	-9
CS(=O)c1ccccc1-c1nc(-c2ccc(Cl)cc2)no1 (stereo unspecified)	3	-2	-57	-9	12	-23	-51	-20	-21	-51	-7
O=C1N=C(N2CCN(c3cccc4ccccc34)CC2)S/C1=C/c1cccs1	-6	-2	-2	8	10	2	3	-7	3	-8	-1
CCC1(c2ccccc2)NC(=O)N(CC(=O)N(C)CC(=O)Nc2cccc(F)c2)C1=O (stereo unspecified)	2	0	23	-12	2	0	-31	4	-1	-27	3
Cc1noc(C)c1C(=O)OCC(=O)Nc1ccc(N2CCOCC2)cc1	1	2	30	6	4	2	-11	-8	2	13	-16

3 compounds from above, arranged by the value under ABHD5-PLIN5 inh, rising.
compound	ABHD5-PLIN5 inh
C=C(Br)Cn1c(CCC)nc2ccccc21	-4
Cn1c(SCC(=O)OCC(=O)c2ccccc2)nnc1-c1cccs1	0
CS(=O)c1ccccc1-c1nc(-c2ccc(Cl)cc2)no1 (stereo unspecified)	12

The listing continues:
SMILES	TLR9-MyD88 inh	Exocytosis inh	NR5A2 inv ag	NR2F2 inh	ABHD5-PLIN5 inh	NCOA1 inh	SRC2 inh	TROY signal inh	SRC3 inh	TWEAK-Fn14 inh	NOD2 RIPK2 PPI
COC(=O)c1scc(C)c1NC(=O)c1ccccc1F	-4	-5	5	2	7	3	-14	10	-38	18	-15
Cc1nc2ccccc2nc1CC(O)(c1ccccc1)c1ccccc1	2	-9	3	9	0	10	3	-5	-2	-16	12
COc1ccc(CCN2C(=O)C3C4CC(C5C(C(=O)NN)=NOC45)C3C2=O)cc1OC (stereo unspecified)	9	-3	7	2	0	-13	-4	-13	6	24	5
CCOC(=O)Nc1ccc(S(=O)(=O)N2CCOCC2)cc1	-4	-1	0	2	-7	10	0	-6	16	18	2
Nc1c(Cl)cc(N=Nc2ccccc2)cc1Cl	7	-18	-20	-15	0	-26	-53	-84	-52	-31	-4
Cc1ccc(S(=O)(=O)N2CC3(C)CN(S(=O)(=O)c4ccc(C)cc4)CC(C)(C2)C3=O)cc1	-7	-2	-1	2	-2	2	18	1	23	18	2
CCCCNCc1cc2ccccc2o1	4	-7	-7	2	5	12	-4	-1	-9	-9	-8
COc1cc(C(C)=O)ccc1COc1ccc(C(=O)OCC(=O)NC2CCS(=O)(=O)C2)cc1OC (stereo unspecified)	2	-1	17	-11	-5	-11	-8	7	4	7	-3
COc1ccc(CC(=O)NNS(=O)(=O)c2ccc(F)cc2)cc1OC	-8	1	-14	-7	-9	10	6	5	6	-2	-5
CN(C)CCCC1Sc2ccccc2Sc2ccccc21 (stereo unspecified)	-8	16	6	-7	13	0	-3	-23	18	-9	-2
CNC1(C(N)=O)CCNCC1	-13	7	-1	-2	2	-5	23	-5	-20	14	6
CC(C)S(=O)(=O)N1CCCC(C(=O)c2cccc(Cl)c2)C1 (stereo unspecified)	2	0	-1	-14	0	-28	0	12	7	-14	2
CC(=O)Nc1ccc(NC(=O)CC2Nc3cccc4cccc(c34)NC2=O)cc1 (stereo unspecified)	-16	-6	18	15	-3	4	-1	6	11	-8	-15
Cc1cc2c(cc1S(=O)(=O)CCC(=O)Nc1cccc(C(F)(F)F)c1)OCC(=O)N2	-5	-2	20	-3	-7	-31	2	-3	8	-8	2
NC(N)=NS(=O)(=O)c1ccc(NC(=S)NC(=O)/C=C/c2cccs2)cc1	-26	-2	7	10	-9	-15	-1	1	4	8	5
CC12CCC(C(=O)OC3CCCCC3)(OC1=O)C2(C)C (stereo unspecified)	0	15	8	0	3	-7	-1	-1	0	2	-13
COc1ccc(C(=O)NCCSCc2ccccc2)cc1OC	-9	-2	-13	-13	-1	4	0	-4	4	-13	-1
O=C(Cc1cccs1)N1CCN=C1SCc1ccc(F)cc1	-2	0	8	-17	3	-4	-8	-2	-4	2	3
O=C(CCSc1ccccc1Cl)Nc1cccc([N+](=O)[O-])c1	6	0	-77	-30	0	-29	-36	-11	-41	-24	-1
CC(Sc1nc(N)cc(=O)[nH]1)C(=O)NCC(=O)Nc1ccc(F)c(F)c1F (stereo unspecified)	-12	-3	22	12	0	9	20	8	11	3	-13
COc1ccc(S(=O)(=O)NCc2c(-c3ccccc3)noc2C)c(OC)c1	-2	-1	-16	-5	-5	3	-5	-9	1	4	-8
CCC(C(=O)NNC(=O)c1cnccn1)c1ccccc1 (stereo unspecified)	0	-3	-5	-14	-2	3	0	22	17	-12	-2
COC(=O)c1c(NC(=O)COC(=O)CNC(=O)c2cccc(OC(F)F)c2)sc(C)c1C	-7	-2	12	6	-3	-10	15	-16	-3	-3	10
Cc1c(N2C(=O)c3ccccc3C2(O)c2ccccc2)c(=O)n(-c2ccccc2)n1C (stereo unspecified)	-1	-2	7	-17	2	5	-5	-12	11	-10	-3
O=C(CCS(=O)(=O)c1cccc2nsnc12)NC1CCCCCC1	-4	1	-12	-3	2	-29	4	-19	15	8	-4
O=C(NCc1ccccc1F)C1CCCN1C(=O)Nc1cccc(F)c1 (stereo unspecified)	-12	2	5	1	4	5	3	7	0	4	7
O=C(NCCc1ccc(Cl)cc1)c1ccc(OCC2CCCO2)cc1 (stereo unspecified)	3	-6	-81	-13	5	-22	-60	-11	-27	-9	-5
Cc1ccc(-c2nnn(CC(=O)N3CCN(c4nc5ccccc5s4)CC3)n2)cc1	-11	0	1	-3	3	9	-17	0	-3	15	-4
CC=Cc1cc(OC)c2c(c1)C(C)C(c1ccc(O)c(OC)c1)O2 (stereo unspecified)	0	-2	7	-10	3	11	-21	10	8	27	-2
C#CCNC(=O)C1=C[C@@H](C)[C@H](CCCO)[C@@H](OCC)O1	3	12	2	-14	-9	-13	-5	-10	-1	4	7
CCc1ccc2[nH]c(=O)c(CN(CCCO)C(=O)NCc3ccccc3)cc2c1	6	-5	-1	-1	0	-7	4	10	-3	0	-5
O=C(CSc1nnc(-c2ccccc2)o1)OCc1ccccc1	5	1	2	9	-1	-11	10	13	-4	-16	1
O=C1CN(C(=O)c2cc([N+](=O)[O-])ccc2Cl)C(c2ccccc2)c2cc(F)ccc2N1 (stereo unspecified)	4	-3	1	14	15	-8	14	4	17	13	-4
Nc1nc(SCC(=O)Nc2c(Br)cc([N+](=O)[O-])cc2Br)n[nH]1	-1	1	1	4	-2	6	6	3	6	-7	0
Nc1ccc(C(=O)N2N=C(c3ccccc3)CC2(O)C(F)(F)F)cc1 (stereo unspecified)	-4	6	7	-4	9	6	-26	0	0	1	0
Cc1ccc(C(=O)N(CN2CCCC2=O)c2ccc(F)cc2)cc1	-1	-2	-4	3	3	-8	-15	-16	1	-7	0
CCCOc1ccc(-c2nnn(CC(=O)c3c[nH]c4ccccc34)n2)cc1	-11	1	2	-8	-9	-14	5	-2	3	-10	-22
Cc1cccc(-n2cc(CN3CCN(C(=O)c4ncn[nH]4)CC3)c(-c3cccc(F)c3)n2)c1	-4	0	0	-17	-1	-1	-2	-5	13	-3	0
CC(C)(C)S(=O)N1Cc2cc(C(=O)N3CCc4ccccc4C3)nc(-c3cccc(-c4ccncc4)c3)c2[C@H]1CCO (stereo partly specified)	.	-1	-15	2	-2	1	-19	-18	-13	-23	-1
CC(O)[C@H](NC(=O)C1CCN(C(=O)[C@H](Cc2ccccc2)NC(=O)OC(C)(C)C)CC1)C(=O)O (stereo partly specified)	-3	1	16	-8	7	-5	8	-9	-29	5	-5
Cn1nnc(NC(=O)c2ccc(Br)o2)n1	6	1	12	11	-6	17	-13	-3	-3	-11	-8
CC1(C(=O)NC2CCCCCC2)CCC(=O)N1Cc1ccc2c(c1)OCO2 (stereo unspecified)	11	-1	-3	10	-2	-15	16	-21	4	-5	-5
Nc1nc(-c2ccccn2)nc(N)c1Cc1c(F)cccc1Cl	7	1	-15	19	1	-46	-19	-30	2	-6	-5
COc1ccc(OC)c(-c2cc(C(=O)N/N=C(\C)c3cccnc3)c3ccccc3n2)c1	-7	-1	2	-3	-2	-9	5	15	-4	-34	-4
COc1ccc([C@@H]2CC=C(C(=O)O)[C@H](c3ccc(F)cc3)N2S(=O)(=O)c2ccc(Cl)cc2)cc1	-7	24	-3	10	-3	-4	-3	13	15	18	0
CC(=O)O/N=C/c1c(N2CCOCC2)n(C)c2ccccc12	-12	-2	38	-7	-9	10	-9	9	-11	15	0
C[C@H](CO)N1C[C@H](C)[C@@H](CN(C)CC2CCCCC2)Oc2ccc(NC(=O)Cn3cnnn3)cc2C1=O	-2	-4	-4	-16	-10	-5	1	-16	-4	5	-10
Cc1noc(NC(=O)c2ccccc2)c1C#N	-6	-1	11	9	1	3	-7	-27	-24	9	-7
O=S(=O)(O)c1ccc(N=NNc2ccc(Br)cc2)cc1	6	-2	-52	-41	-1	7	-75	-27	-4	-15	3
O=C(CC1c2ccccc2Oc2ccccc21)NCc1ccco1	4	-5	11	-1	0	3	34	-7	-17	6	-2
COc1ccccc1NC(=O)C(C)N1C(=O)c2ccccc2C1=O (stereo unspecified)	-3	-2	4	-11	0	0	-4	-2	2	8	-1
COc1ccccc1N1CCN(C(=O)CCc2ccc(S(=O)(=O)NCC(C)C)cc2)CC1	1	-1	3	3	3	9	8	-3	18	19	-11

This is a subset, so the mix of outcomes need not match the whole.
